PTHR1 agonist: PTHR1 (human) receptor agonism; HEK293 GP2 PTHR1 cells, GloSensor cAMP luminescence, 1 h; Potency, µM (titrated, usually from 115 µM), without a hit: at the highest dose activation, hits mostly activators; hit rate 0.075% among 410,000; AID 743266; also: potency is read from the fitted curve at half-maximal effect; nearly all actives have a fitted effect of over 55% in size; some results filed as inactive show a strong effect at the top dose; inactives centre near -15; many of its hits are not listed in these tables
Target sequence (Q03431 whole entry, looked up): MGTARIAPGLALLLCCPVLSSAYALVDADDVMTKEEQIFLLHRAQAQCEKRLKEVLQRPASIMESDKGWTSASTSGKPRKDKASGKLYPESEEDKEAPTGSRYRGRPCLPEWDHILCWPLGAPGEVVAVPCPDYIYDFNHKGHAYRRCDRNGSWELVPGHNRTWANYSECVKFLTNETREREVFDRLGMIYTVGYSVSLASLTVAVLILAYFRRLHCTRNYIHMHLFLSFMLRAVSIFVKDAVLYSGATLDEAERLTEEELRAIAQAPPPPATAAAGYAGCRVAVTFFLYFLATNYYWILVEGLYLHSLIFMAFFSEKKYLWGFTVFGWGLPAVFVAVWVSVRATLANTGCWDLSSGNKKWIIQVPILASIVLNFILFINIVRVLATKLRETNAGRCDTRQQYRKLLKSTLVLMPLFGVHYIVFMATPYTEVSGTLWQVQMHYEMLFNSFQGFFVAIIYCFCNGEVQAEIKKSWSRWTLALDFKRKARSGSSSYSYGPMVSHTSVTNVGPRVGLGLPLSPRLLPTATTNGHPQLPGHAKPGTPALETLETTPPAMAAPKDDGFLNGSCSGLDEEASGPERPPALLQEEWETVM
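HEK-293-derived GP2 cells expressing PTHR1 and a GloSensor cAMP reporter, 3,000/well, plated overnight, given luciferin plus IBMX (each 0.5 mM as added) for 1 h at 37 °C, then compound for 1 h at 37 °C. Luminescence was read after 15 min at room temperature.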
GLP1R inv ag: GLP-1 receptor (human) inverse agonism; HEK293 GLP-1R CRE-luciferase, luminescence, 24 h; GLP-1R form is constitutively active; AID 624417; P43220; Potency, µM (highest dose often 38.3 µM), inactives show top-dose activity change, negative = inhibition, most hits filed as inhibitors; hit rate 1.6% among 410,000; also: potency is read from the fitted curve at half-maximal effect; % is scaled to controls: 0 for no effect and ±100 for the full control effect; nearly all actives have a fitted effect of over 55% in size
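Cells are plated, allowed 12 hours at 37 deg C, then treated with compounds for 24 hr before luciferase detection reagent is added and luminescence is read after 12 min at room temperature. The HEK293 line carries constitutively active GLP-1R with a cAMP-responsive reporter.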
TDP43 rescue: TDP-43 toxicity inhibition in yeast; TDP-43 expressing yeast growth rescue, BacTiter-Glo, 24 h; Potency, µM (series often up to 46.1 µM), inactives show at the highest dose growth rescue (activation), most hits filed as activators; hit rate 1.8% among 410,000; AID 652104; also: potency is read from the fitted curve at half-maximal effect; % of control where 0% means no effect; nearly all actives have a fitted effect of over 50% in size
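In this qHTS, compounds that restore growth of yeast expressing TDP-43 appear as activators. Cells (OD600=0.02, galactose medium, raffinose-pregrown) are incubated with compound 24 hr at 30 deg C and growth is quantified by BacTiter-Glo.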
FUS yeast rescue: rescues growth of FUS-expressing yeast; Potency, µM (titrated, usually from 76.6 µM), for the others: at the top dose growth rescue (activation), usual class: activators; S. cerevisiae FUS-expressing, growth rescue, OD600, 24 h; hit rate 0.24% among 390,000;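 also: potency is read from the fitted curve at half-maximal effect; plate controls were DMSO vehicle for no effect and reference control for full effect; nearly all actives have a fitted effect of over 55% in size; some results filed as inactive show a strong effect at the top dose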
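Compound concentration series was pinned onto galactose-induced FUS-expressing yeast seeded at OD 0.005. Plates sat 24hr at 30C; absorbance at 600 nm gave growth. DMSO served as background control.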
Akt phos inh: blocks phosphorylation of Akt | Neuro2A IGF-stimulated pAkt S473 HTRF, 20 min; stronger effect = lower value | activity change, % for hits at 50 µM | hit rate 0.32% among 360,000 | AID 651550; in the data active = activity change below about -80%; inconclusive = mostly about -51% to -80%; also: % is scaled to controls: 0 for no effect and ±100 for the full control effect
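Neuro2A cells (4,500/well, DMEM with 0.5% FBS) were treated with compound at a single 50 µM final concentration, stimulated with 6 nM IGF for 20 min at 37 °C, and lysed. Phospho-Akt Ser473 was read by HTRF as 665/615 ratio ×10^4.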
GLP-1R agonist: agonists of human GLP-1 receptor; P43220; HEK293 GLP-1R CRE-luciferase, luminescence, 4-6 h; cells express a hypersensitive GLP-1R form; Potency, µM (top dose mostly 45.6 µM), for inactives: at the top dose activation, usual class: activators; hit rate 0.007% among 380,000; AID 624172; also: potency is read from the fitted curve at half-maximal effect; % of control where 0% means no effect
aSyn rescue: alpha-synuclein toxicity inhibition in yeast | Yeast expressing alpha-synuclein, growth rescue, BacTiter-Glo, 24 h | Potency, µM (highest dose often 46.1 µM), for inactives: at the top dose growth rescue (activation), usual class: activators | hit rate 0.14% among 370,000 | AID 652106; also: potency is read from the fitted curve at half-maximal effect; % of control where 0% means no effect; nearly all actives have a fitted effect of over 65% in size
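Rescue of yeast growth: cells expressing toxic alpha-synuclein, induced in galactose at OD600 0.02, incubated with compound 24 h at 30 C. ATP luminescence quantified growth; inhibitors of toxicity appear as activators.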
Abeta yeast res: A-beta toxicity reversal in yeast | yeast expressing A-beta42, growth rescue, OD600, 48 h; response scale: 0% DMSO, 100% iron-clioquinol control | Potency, µM (series often up to 46.1 µM), for the others: at the highest dose growth rescue, actives largely listed as activators | hit rate 0.063% among 410,000 | AID 1347071; also: potency is read from the fitted curve at half-maximal effect; nearly all actives have a fitted effect of over 55% in size
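Yeast growth medium received pinned compounds, then yeast cells expressing toxic A-beta were added; plates incubated at 30 C for 48 hr. Growth read as absorbance at 600 nm, normalized to DMSO and equimolar FeCl3 plus clioquinol controls.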
DRD3 antagonist: D3 dopamine receptor (human) antagonism | P35462 | D3R cells, DiscoveRx beta-arrestin luminescence, antagonist mode; stronger effect = lower value | max response, negative = inhibition, % | hit rate 2.5% among 360,000; in the data active = max response below about -50%; inconclusive = no clear call, values can overlap the other calls; also: % is scaled to controls: 0 for no effect and ±100 for the full control effect; mostly tested at two doses, the higher about 12 µM
Target sequence (P35462 whole entry, looked up): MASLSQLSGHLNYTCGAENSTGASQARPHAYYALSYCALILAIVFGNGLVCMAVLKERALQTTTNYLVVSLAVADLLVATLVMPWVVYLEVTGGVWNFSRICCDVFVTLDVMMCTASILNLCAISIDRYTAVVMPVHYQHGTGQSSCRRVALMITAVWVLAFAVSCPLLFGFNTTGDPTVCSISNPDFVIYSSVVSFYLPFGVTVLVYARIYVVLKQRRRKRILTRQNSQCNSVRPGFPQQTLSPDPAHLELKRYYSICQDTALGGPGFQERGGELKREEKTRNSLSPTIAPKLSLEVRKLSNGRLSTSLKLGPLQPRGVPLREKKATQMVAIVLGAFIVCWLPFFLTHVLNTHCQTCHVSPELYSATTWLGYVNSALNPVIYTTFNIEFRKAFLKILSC
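Cells expressing the human receptor were seeded at 1500 cells/well, incubated overnight at 37 degrees C in 5% CO2, then exposed to library compounds with dopamine controls for 90 minutes at 37 degrees C before luminescent detection.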
* hit, by the source's call; i = inactive; ? = inconclusive; . = no result given; [ ] = remark or other dose. Unless noted, calls follow the shape of the dose curve; as a rule, active = well fitted curve in the direction sought with a large enough effect; inconclusive = small, poorly fitted or top-dose-only effect, or another doubt; inactive = no such curve, though single readings can be large; an effect the other way counts as inactive or inconclusive. A portion of the library; the hit share may differ from the screen's.

| SMILES | PTHR1 agonist | GLP1R inv ag | TDP43 rescue | FUS yeast rescue | Akt phos inh | GLP-1R agonist | aSyn rescue | Abeta yeast res | DRD3 antagonist |
| --- | --- | --- | --- | --- | --- | --- | --- | --- | --- |
| CC1(c2nc3ccccc3[nH]2)CCC(=O)N1Cc1ccc(F)cc1 (configuration not stated) | i | 15% | 18% | -10% | i | -2% | 0% | -8% | 3 |
| COc1ccc(NC(=O)Cn2cnc3sc(C)c(S(=O)(=O)N4CCN(C)CC4)c3c2=O)cc1Cl | -41% | -9% | -4% | -27% | . | -2% | . | -10% | . |
| N/C(=N\OC(=O)c1ccco1)c1ccc(Br)cc1 | -8%[57.5 µM] | 60%[activator] | 14µM* | -8% | i | 3% | -48%[inhibitor] | -13% | 27 |
| Cc1ccc(OCC(=O)Nc2cccc3ccccc23)c([N+](=O)[O-])n1 | -24% | ? | ? | 9% | i | -7% | 2% | -19% | -5 |
| Cc1oc(C(C)(C)C)cc1C(=O)Nc1ccc2c(c1)OCCO2 | -31%[inhibitor] | ? | 15% | . | i | 4% | 1% | 0% | 29 |
| O=C(O)C1CCC1C(=O)Nc1nc(-c2ccc(Cl)s2)cs1 (configuration not stated) | -8% | -10% | 6% | -22% | i | -4% | -4% | 5% | 6 |
| COc1cc(NC(=O)Cn2cnc(S(=O)(=O)N3CCOCC3)c2)cc(OC)c1OC | -68%[inhibitor] | 43%[activator] | -25% | 23% | i | -1% | -4% | -10% | 1 |
| CCCCC/C=N\NC(=O)Cc1ccc([N+](=O)[O-])cc1 | i | 12% | 3% | -7% | i | 2% | 0% | 3% | 6 |
| O=C(c1ccco1)N1CCN(C(c2cccs2)c2nnnn2C2CCCC2)CC1 (configuration not stated) | i | -3% | 10% | -10% | i | 14% | 6% | 10% | 4 |
| CC(=O)NC(CC(=O)Nc1cccc(S(=O)(=O)N2CCOCC2)c1)c1ccccc1 (configuration not stated) | i | 32%[activator] | -20% | 18% | i | -1% | -5% | -7% | -14 |
| COCCn1c(SCC(=O)NC(=O)NC(C)C)nc2ccccc21 | 1%[57.5 µM] | 0% | 0% | -4% | i | 17% | -1% | 18% | 3 |
| N#CCSc1nnc(Cc2cccs2)n1C1CCCCC1 | i | 3% | ? | 33% | i | 19% | -3% | 25% | -15 |
| CCOC(=O)C1CCN(S(=O)(=O)c2ccc(CNC(=O)c3ccccc3)s2)CC1 | -2% | -29% | -20% | 17% | i | 2% | -3% | -7% | 0 |
| COc1ccc(NC(=O)CCCC(=O)NCCc2ccc(OC)c(OC)c2)cc1 | ? | 16% | 1% | -14% | i | -4% | -1% | -6% | -6 |
| Cc1cc(CNC(=O)C2CCC(=O)N(Cc3ccccc3F)C2)on1 (configuration not stated) | -2% | 15% | -8% | . | i | 8% | -7% | -2% | 0 |

Part of the list above, reduced to Abeta yeast res.
mol	Abeta yeast res
Cc1ccc(OCC(=O)Nc2cccc3ccccc23)c([N+](=O)[O-])n1	-19%
Cc1oc(C(C)(C)C)cc1C(=O)Nc1ccc2c(c1)OCCO2	0%
O=C(O)C1CCC1C(=O)Nc1nc(-c2ccc(Cl)s2)cs1 (configuration not stated)	5%
COc1cc(NC(=O)Cn2cnc(S(=O)(=O)N3CCOCC3)c2)cc(OC)c1OC	-10%

More entries follow:
| SMILES | PTHR1 agonist | GLP1R inv ag | TDP43 rescue | FUS yeast rescue | Akt phos inh | GLP-1R agonist | aSyn rescue | Abeta yeast res | DRD3 antagonist |
| --- | --- | --- | --- | --- | --- | --- | --- | --- | --- |
| CCC(C)n1c(SCC(=O)NC2CCCC2)nc2ccccc2c1=O (configuration not stated) | -4% | ? | 4% | 19% | i | 0% | 7% | 0% | 11 |
| Cc1ccc(C)c(OCCC(=O)N(C)CC(=O)Nc2c(C)cccc2C)c1 | -89%[inhibitor] | ? | 17% | 26% | i | -7% | 1% | 11% | -14 |
| CCOc1ncccc1C(=O)N1CCN(c2cccc(C)c2C)CC1 | i | ? | ? | 21% | i | 29% | 9% | 4% | -8 |
| CC(=O)c1cccc(NC(=O)c2cc(-c3ccncc3)nc3ccccc23)c1 | -50%[inhibitor] | -24% | 2% | 31% | i | 13% | -7% | 3% | 10 |
| Cc1cccc(NC(=O)N2CCc3c(sc4c3CCCC4)C2c2ccc(F)cc2)c1 (configuration not stated) | i | ? | 18% | 10% | . | . | . | -16% | . |
| CCn1c(CNc2ccc(C(=O)O)cc2)nc2ccccc21 | -27%[57.5 µM] | 4% | -7% | 7% | i | 7% | 0% | 7% | 16 |
| CN(C)S(=O)(=O)c1ccc(/C(O)=C2/C(=O)C(=O)N(CCN3CCCCC3)C2c2cccnc2)cc1 (configuration not stated) | i | 18% | 9% | 17% | i | -1% | 5% | 18% | 8 |
| COC(=O)c1ccc(S(=O)(=O)NNC(=O)c2ccc(S(=O)(=O)N3CCCCC3)cc2)cc1 | -23% | 19% | -7% | . | i | -1% | 0% | -3% | 28 |
| N#CCCN(Cc1cccnc1)C(=S)NC(=O)c1ccc(S(=O)(=O)N2CCCC2)cc1 | i | -7%[0.307 µM] | 14% | 18% | i | -2% | -1% | 4% | 8 |
| Cc1cccc(NC(=O)Cn2c(=O)n(Cc3ccco3)c(=N)c3c4c(sc32)COC(C)(C)C4)c1 | i | -1% | 7% | 16% | i | -3% | -15% | 10% | -13 |
| CC1=CC=CC2=NC(=O)CC(C)(C(=O)N(CC(=O)NC3CCCC3)c3ccc(F)cc3)N12 (configuration not stated) | i | 14% | 4% | -10% | i | 6% | 0% | -5% | -9 |
| CCOC(=O)C1CCCN(S(=O)(=O)c2c(C)[nH]c(C)c2C(=O)N2CCCC2)C1 (configuration not stated) | -19% | 12% | 8% | 1% | i | 4% | 3% | -11% | 1 |
| CCC(=O)Nc1ccc(Cl)c(NC(=O)C(C)C)c1 | -26%[57.5 µM] | 18% | -15% | -13% | i | 0% | 1% | 1% | 3 |
| COc1ccc(CN(C(=O)c2cc(=O)c3cc(C)cc(C)c3o2)C2CCS(=O)(=O)C2)cc1 (configuration not stated) | -3% | 55%[activator] | 9% | 39% | i | ? | 1% | 3% | -8 |
| Cc1ccc(NC(=O)CCSc2nnc3ccccn23)cc1 | i | 9% | 14% | 9% | i | 1% | -3% | 2% | 2 |

(next part)
| Compound | PTHR1 agonist | GLP1R inv ag | TDP43 rescue | FUS yeast rescue | Akt phos inh | GLP-1R agonist | aSyn rescue | Abeta yeast res | DRD3 antagonist |
| --- | --- | --- | --- | --- | --- | --- | --- | --- | --- |
| Cc1ccc(NC(=O)Cc2ccc3c(c2)OCCO3)cc1S(=O)(=O)N1CCCCC1 | -32%[inhibitor] | -28% | 0% | ? | i | 10% | -6% | -4% | 8 |
| CCCNC(=S)NCCN1CCCCC1 | i | 8% | 4% | -3% | i | -11% | -7% | -11% | -63* |
| O=C(c1cnn2c(C(F)F)cc(-c3ccccc3)nc12)N1CCN2CCCC2C1 (configuration not stated) | -25%[57.5 µM] | -9% | 3% | 1% | i | 0% | -1% | 6% | ? |
| COCCCNC(=O)c1cc2c(s1)CS(=O)(=O)C2 | -16%[57.5 µM] | -4% | -12% | -16% | i | 0% | 1% | -2% | -6 |
| Cc1ccc(OCCOCCNC(C)C)c(Br)c1 | i | ? | 1% | -1% | i | 1% | 0% | 21% | -75* |
| O=C(CN1CCc2ccccc2C1)Nc1cccc(S(=O)(=O)N2CCOCC2)c1 | -5% | 2% | 19% | . | i | -5% | 11% | 0% | -15 |
| O=C(NC(=S)NNS(=O)(=O)c1ccccc1)c1ccc([N+](=O)[O-])cc1 | -18% | 4% | -6% | . | i | -15% | -1% | -1% | 5 |
| S=C(NCc1ccc(Cl)cc1)N1CCN(c2ccccn2)CC1 | i | 6% | -14% | 22% | i | 6% | 1% | -15% | -3 |
| CCN(c1ccccc1)c1ccc2cc(S(=O)(=O)N3CCCC3)ccc2n1 | -19% | 1% | 16% | -12% | . | . | . | -13% | . |
| O=C(CCc1ccccc1)N/N=C/c1cc(Br)ccc1O | -23% | ? | 20% | . | i | -8% | 1% | 7% | 4 |
| O=C(C(=O)N1CCN(C(=O)c2ccco2)CC1)c1cc2ccccc2o1 | -6% | 6% | 20% | 6% | i | . | 7% | -7% | 0 |
| CCOC(=O)C(C)n1ncn2cccc2c1=O (configuration not stated) | -2%[57.5 µM] | 12% | 5% | -18% | i | -3% | 1% | -3% | -27 |
| O=C(NC1CC1)c1cccc(NC(=O)c2cnn(-c3ccccc3)n2)c1 | -43%[inhibitor] | -19% | 19% | . | i | -66%[inhibitor] | -7% | -5% | -14 |
| CCOc1ccc(C(=O)NC(=S)NCCCN2CCOCC2)cc1 | 16% | -13% | 4% | 15% | i | -5% | 6% | 4% | -13 |
| COC(=O)C1CSC(C(=O)OC)N1C(=O)CN1CCN(c2ccccc2)CC1 (configuration not stated) | i | -8%[7.66 µM] | -19%[9.22 µM] | 12% | i | 1% | -6% | -12% | -15 |
| Cc1cc([N+](=O)[O-])cc2c1NC(c1ccccn1)C1CC=CC21 (configuration not stated) | -1% | 10% | 17% | 30% | i | -1% | 5% | 8% | 6 |
| CC(=O)c1c(C)[nH]c(C(=O)NCc2ccccc2Cl)c1C | -16%[57.5 µM] | 46%[activator] | 9% | 3% | i | 19% | 0% | -12% | -9 |
| CC1=C(C(=O)Nc2ccc(C)cn2)C(c2cnn(C)c2)C2=C(CCCC2=O)N1 (configuration not stated) | -12% | 0% | -8% | . | i | 5% | -10% | -8% | -20 |

Assay outcomes from PubChem BioAssay.
